High-throughput results deposited in PubChem by Sanford-Burnham Center for Chemical Genomics.
Mdm2-MdmX inh: human Mdm2/MdmX binding inhibition. hit rate 3% among 330,000. inhibition, % at 8 µM. SaOS-2 split-luciferase Mdm2/MdmX complementation, luminescence. O15151+Q00987;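 active = inhibition of at least 50% at 8 µM in the primary screen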
TIM10 inh: TIM10 yeast growth inhibition; inhibition, % at 10 µM; S. cerevisiae TIM10 strain growth, BacTiter-Glo luminescence, 24 h; hit rate 1.4% among 330,000;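 active = inhibition of 40% or more at the single tested concentration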;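 also: wild-type TIM10 isogenic control strain grown at permissive 25 °C; 0% = DMSO yeast wells and 100% = minimal medium wells without yeast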
tim10-1 inh: inhibits growth of tim10-1 mutant yeast; S. cerevisiae tim10-1 ts strain growth, BacTiter-Glo, 24 h; inhibition, % at 20 µM; hit rate 2.2% among 330,000; AID 463190;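 active = inhibition of at least 40%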;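 also: mutant grown at 25 °C; 0% = DMSO wells with yeast and 100% = wells holding no yeast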
NR3A LBD binder: modulators (binders) of human NR3A ligand-binding domain; NR3A LBD differential scanning fluorimetry, Tm shift; 0% = protein alone, 100% = glycine-bound protein; Tm shift relative to glycine control, % at 25 µM; hit rate 2.5% among 340,000; AID 1259313;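 active = melting temperature shift of at least 10% of the positive control shift, at one fixed dose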
NLRP3 yeast inh: blocks the NALP3 inflammasome reconstituted in yeast; Yeast reconstituted NLRP3/ASC/caspase-1, beta-gal luminescence, 24 h; inhibition, % at 10 µM; hit rate 0.39% among 330,000;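 active = inhibition of 50% or more; inactive = inhibition below 50%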;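 also: plate controls were induced DMSO wells for no effect and uninduced yeast grown without galactose for full effect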
UPR XBP1 act: activators of adaptive arm of unfolded protein response (XBP1); CHO-XBP1 luciferase reporter, IRE1-XBP1 UPR activation, luminescence; percent of tunicamycin response, DMSO as zero; AID 463104; hit rate 0.33% among 330,000; activation, % at 20 µM;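 active = versus positive control, 20 µM dose yields 30% or more activation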;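 also: 100% = tunicamycin at 10 µg/mL and 0% = DMSO only wells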
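Material: CHO-XBP1 cells stably carrying IRE1-XBP1-driven luciferase reporter | Medium: F12 with 10% serum | Compound dosing: 20 µM single concentration, DMSO 1% | Incubation: Overnight seeding at 37 °C, 6 h compound treatment at 37 °C | Detection: Steady-Glo luminescence read | Read-out basis: % activation of reporter signal versus tunicamycin and DMSO controls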
APJ agonist: activates the human apelin receptor APJ; CHO-K1 APJ PathHunter beta-arrestin, luminescence; 0% DMSO wells, 100% apelin; AID 2520; activation, % at 20 µM; P35414; hit rate 0.11% among 330,000;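 active = activation more than six SD over the plate average, tested at 20 µM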;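 also: 0% = DMSO alone and 100% = apelin-13 at 10 nM; some results filed as inactive read as strong as hits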
Target sequence (P35414 whole entry, looked up): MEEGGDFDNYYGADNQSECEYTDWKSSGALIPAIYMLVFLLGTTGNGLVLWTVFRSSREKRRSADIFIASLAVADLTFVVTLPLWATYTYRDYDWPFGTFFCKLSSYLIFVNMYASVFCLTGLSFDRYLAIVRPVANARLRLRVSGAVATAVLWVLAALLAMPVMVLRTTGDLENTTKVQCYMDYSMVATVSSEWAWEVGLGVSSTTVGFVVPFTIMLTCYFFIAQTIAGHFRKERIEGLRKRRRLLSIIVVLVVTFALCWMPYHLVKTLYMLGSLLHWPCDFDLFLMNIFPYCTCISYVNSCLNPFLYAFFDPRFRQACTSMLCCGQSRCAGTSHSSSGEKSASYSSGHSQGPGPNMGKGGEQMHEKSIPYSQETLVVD
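system = engineered CHO-K1 APJ arrestin reporter cells | input = 1000 cells per well | timing = overnight seeding, 90 min compound at 25 °C, 1 h detection | measured by = enzyme-fragment complementation luminescence | read-out = beta-arrestin recruitment to APJ as agonist activity, luminescent signal | control set = negative DMSO alone, positive Apelin-13 at 10 nM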
tim23-1 inh: tim23-1 yeast growth inhibition. S. cerevisiae tim23-1 growth, BacTiter-Glo luminescence, 24 h. inhibition, % at 20 µM. hit rate 1.3% among 330,000. AID 463212;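 active = growth inhibition of the mutant yeast at or above 50%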;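 also: temperature-sensitive mutant grown at 25 °C; plate controls were DMSO-treated mutant yeast for no effect and medium wells lacking yeast for full effect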
UPR CHOP act: apoptotic UPR (CHOP) activation; CHO-CHOP luciferase reporter, luminescence; percent of tunicamycin response over DMSO baseline; activation, % at 10 µM; hit rate 0.34% among 330,000;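 active = at 10 µM dose, activation of 40% or more, normalized to positive control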;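 also: 100% = tunicamycin at 10 µg/mL and 0% = DMSO alone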
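System: CHO-CHOP luciferase reporter cell line; amount: 500 cells/well; buffer or medium: F12 medium containing 10% fetal bovine serum; incubation: 6 h compound exposure at 37 °C after overnight seeding; measured by: luciferase luminescence after 10 min with Steady-Glo reagent; evaluation: % reporter activation, DMSO baseline versus tunicamycin full activation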
Numbers without * were called inactive.

A first look, twelve compounds:
SMILES	Mdm2-MdmX inh	TIM10 inh	tim10-1 inh	NR3A LBD binder	NLRP3 yeast inh	UPR XBP1 act	APJ agonist	tim23-1 inh	UPR CHOP act
N#CC1=C(N)S[C@@H](C(=O)c2ccc(F)cc2)[C@@H]1c1cccs1	2	7	14	0	1	-1	2	14	-2.0
Fc1ccccc1OCC1CCCN(Cc2nc(CC3CC3)no2)C1 (centres undefined)	-8	9	19	-1	29	-2	1	27	0.4
CCNC(=O)NC(=O)COC(=O)c1ccccc1SCC(=O)NC(=O)NCC	-84	-7	12	4	5	-3	4	8	2.1
CCn1c2ccccc2c2cc(CC(N)=O)ccc21	1	12	14	-1	14	-1	4	7	1.4
CC(=O)c1cccc(S(=O)(=O)N2CCC(C(=O)O)(c3ccccc3)CC2)c1	-6	8	-11	-3	-9	1	0	4	0.4
COc1ccc(C(=O)NCc2nnc(SCC(=O)N3CCCCC3)o2)cc1	3	6	10	-1	-8	-1	-1	4	-1.3
CCc1ccc(-c2cc(C)no2)cc1S(=O)(=O)Nc1cc(C)on1	9	15	10	31*	12	-3	1	15	-0.5
O=C1c2ccccc2NC(c2ccccc2)N1c1ccc(O)cc1 (centres undefined)	-33	22	20	0	17	3	2	19	-1.1
CN(CC(=O)Nc1cccc(F)c1)C(=O)c1ccc2c(=O)n3c(nc2c1)CCC3	-4	-6	-21	1	5	0	-5	-13	-1.1
Cc1ccc(OCC(=O)N(Cc2ccccc2)C(C)C)c([N+](=O)[O-])n1	1	-13	26	-3	20	-1	3	11	-1.7
O=C(Nc1ccc(Cl)cc1)Nn1cnc2ccccc2c1=O	7	-1	-31	-5	18	-1	-1	-1	0.2
CCc1ccccc1NC(=O)Nc1cnccn1	25	8	2	-3	20	2	0	10	4.5

The list itself (from the top)
SMILES	Mdm2-MdmX inh	TIM10 inh	tim10-1 inh	NR3A LBD binder	NLRP3 yeast inh	UPR XBP1 act	APJ agonist	tim23-1 inh	UPR CHOP act
N#CC1=C(N)S[C@@H](C(=O)c2ccc(F)cc2)[C@@H]1c1cccs1	2	7	14	0	1	-1	2	14	-2.0
Fc1ccccc1OCC1CCCN(Cc2nc(CC3CC3)no2)C1 (centres undefined)	-8	9	19	-1	29	-2	1	27	0.4
CCNC(=O)NC(=O)COC(=O)c1ccccc1SCC(=O)NC(=O)NCC	-84	-7	12	4	5	-3	4	8	2.1
CCn1c2ccccc2c2cc(CC(N)=O)ccc21	1	12	14	-1	14	-1	4	7	1.4
CC(=O)c1cccc(S(=O)(=O)N2CCC(C(=O)O)(c3ccccc3)CC2)c1	-6	8	-11	-3	-9	1	0	4	0.4
COc1ccc(C(=O)NCc2nnc(SCC(=O)N3CCCCC3)o2)cc1	3	6	10	-1	-8	-1	-1	4	-1.3
CCc1ccc(-c2cc(C)no2)cc1S(=O)(=O)Nc1cc(C)on1	9	15	10	31*	12	-3	1	15	-0.5
O=C1c2ccccc2NC(c2ccccc2)N1c1ccc(O)cc1 (centres undefined)	-33	22	20	0	17	3	2	19	-1.1
CN(CC(=O)Nc1cccc(F)c1)C(=O)c1ccc2c(=O)n3c(nc2c1)CCC3	-4	-6	-21	1	5	0	-5	-13	-1.1
Cc1ccc(OCC(=O)N(Cc2ccccc2)C(C)C)c([N+](=O)[O-])n1	1	-13	26	-3	20	-1	3	11	-1.7
O=C(Nc1ccc(Cl)cc1)Nn1cnc2ccccc2c1=O	7	-1	-31	-5	18	-1	-1	-1	0.2
CCc1ccccc1NC(=O)Nc1cnccn1	25	8	2	-3	20	2	0	10	4.5
COc1ccccc1C(=O)Nc1cc(C)ccc1NC(=O)c1ccco1	-10	29	19	4	25	-2	3	30	-1.1
O=C(CC1NCCNC1=O)Nc1ccc2c(c1)OCCO2 (centres undefined)	-7	2	5	1	-13	0	-5	-1	2.2
O=C(CN1C(=O)C2(OCCCO2)c2ccccc21)NCc1ccccc1	5	-5	11	-6	5	-4	-2	14	1.9
Cc1cc(OCC(=O)NCCc2ccc(Cl)cc2)c2c(C)cc(=O)oc2c1	7	-8	-3	-1	4	-2	5	-3	-1.5
CC(C)N(C)C(=O)C(=O)c1cccn1-c1cccc(Cl)c1C#N	-4	4	18	0	3	-2	-1	2	-0.9
CCOc1cnc(-c2c(-c3c(Cl)cccc3Cl)noc2C)o1	7	-25	-9	0	37	-3	-3	-13	-0.7
CCOc1ccc(CCNC(=O)C(O)c2ccccc2)cc1 (centres undefined)	8	-3	-20	-1	9	-6	-3	-4	-2.4
Cc1cc(OC(C)C(=O)NCC(O)c2ccccc2)c2c(C)cc(=O)oc2c1 (centres undefined)	7	-8	0	0	-3	-6	2	0	-0.7
O=[N+]([O-])c1ccccc1S(=O)(=O)N1CCN(Cc2ccsc2)CC1	13	-2	19	-1	15	-3	-1	15	-0.6
Cc1cc(C)nc(NS(=O)(=O)c2ccc(N/C=C3\CCCC3=O)cc2)n1	5	1	-5	-10	8	-2	2	7	-3.9
O=C(CCN1CCN(CCO)CC1)Nc1ccccc1	-2	-8	4	-1	7	-2	-1	10	2.4
O=C(NCc1nnc(SCC(=O)N2CCCC2)o1)c1ccccc1F	10	-5	13	1	17	-1	-3	5	-0.8
COc1ccc(C(C(=O)NC2CCCC2)N(C(=O)c2csnn2)C2CCCC2)cc1 (centres undefined)	14	11	-1	-3	10	0	-4	10	1.9
Remaining list, next part
SMILES	Mdm2-MdmX inh	TIM10 inh	tim10-1 inh	NR3A LBD binder	NLRP3 yeast inh	UPR XBP1 act	APJ agonist	tim23-1 inh	UPR CHOP act
Cc1cc(C)c(NC(=O)CNC(=O)COC(=O)C2CCN(c3ccc(C(F)(F)F)cn3)CC2)c(C)c1	-8	6	-11	-2	7	-5	14	-5	-1.1
CN1CCN(C(=O)c2cnn(-c3ccccc3)c2NC(=O)c2ccccc2F)CC1	1	0	8	3	4	0	-1	16	0.4
CN(CC(=O)Nc1cccc(S(=O)(=O)N2CCCCC2)c1)Cc1ccc(F)cc1	43	2	14	-1	23	-5	-1	21	-0.4
OCCN(CCO)c1ncnc2c1oc1ccc(Br)cc12	-16	1	17	1	0	2	-1	23	-0.7
COc1ccc(NC(=O)Cn2nnc3sc4c(c3c2=O)CC(C)(C)OC4)cc1	28	-4	-23	1	0	-2	-5	10	-0.4
COc1ccc(C(CNC(=O)c2ccc(NS(=O)(=O)c3ccc(F)c(C)c3)cc2)N(C)C)cc1 (centres undefined)	9	-137	-65	-2	6	0	-2	-157	1.7
Cc1cccn2cc(-c3cccc(NC(=O)c4cccs4)c3)nc12	-4	-5	-20	23*	4	-3	5	23	4.6
COc1ccc2cc3cc(C(=O)NCCN4CCc5ccccc5C4)oc3nc2c1	-6	86*	75*	1	24	0	14	63*	0.8
COc1ccc(OC)c(CN2CCN(C(=O)c3ccc(NS(=O)(=O)c4cccc([N+](=O)[O-])c4)cc3)CC2)c1	2	14	5	-3	12	0	9	-2	-0.3
CCN(C(=O)CSc1nnc(C2CC2)n1-c1ccccc1)C1CCS(=O)(=O)C1 (centres undefined)	-2	8	-4	0	11	1	1	10	1.0
Cc1cc(S(=O)(=O)NC(C)C)ccc1OCC(=O)N1CCOCC1	2	-2	7	-1	-3	-1	1	9	1.0
S=c1[nH]nc(COc2ccccc2)n1/N=C/c1cccs1	13	33	42*	4	18	1	-1	43	-0.8
COc1ccccc1-n1c(SCC(=O)N2CCOCC2)nc(O)c(Cc2ccccc2)c1=O	2	2	11	0	8	0	12	27	-1.0
COc1ccc(C2C3=C(CC(C)(C)CC3=O)Nc3n[nH]c(C)c32)cc1 (centres undefined)	15	2	6	-1	-8	-1	-3	0	-0.7
COc1cc(S(=O)(=O)N2CCN=C2c2ccccc2)ccc1Cl	-15	-35	-29	3	18	-1	6	-23	2.9
Cc1ccc(-c2oc3ccccc3c(=O)c2OCC(=O)O)cc1	-5	6	1	0	27	-1	3	7	0.0
Cc1nnc(SCC(=O)N(C)c2c(N)n(Cc3ccccc3)c(=O)[nH]c2=O)n1Cc1ccccc1	16	2	10	-1	-5	-1	0	13	-1.8
CN(C)c1ccc(N2C(=NC(=O)C3CCCO3)SC3CS(=O)(=O)CC32)cc1 (centres undefined)	-12	-5	9	-1	3	-4	-2	-1	2.3
CCC(C)Nc1nc(SC(C(C)=O)C(C)=O)nc(N(C)C)n1 (centres undefined)	-6	12	17	-5	20	-6	0	21	-0.8
O=C(CSc1ccc(Cl)cc1)N1CCN(c2ccc(Cl)cc2[N+](=O)[O-])CC1	1	21	-17	-10	33	-2	0	22	0.1
CCN(CC)c1ccc(C(=O)N/N=C/c2ccc(OC)cc2OC)cc1	8	-4	4	1	27	2	0	19	1.2
CCCN1Cc2cccc(C(=O)Nc3ccc(CC)cc3)c2C1=O	11	35	30	5	14	3	0	8	1.8
Cc1cc(C)n2nc(C(=O)N/N=C/c3ccco3)nc2n1	13	-4	-5	1	3	2	0	22	0.0
NC1=NC(c2ccc(F)cc2)n2c(nc3ccccc32)N1 (centres undefined)	23	28	23	9	2	0	-7	5	-0.4
O=C(CN1CCN(Cc2ccccc2)CC1)N1N=CCC1c1ccccc1 (centres undefined)	4	-17	13	-1	2	3	-2	5	1.0
The list goes on:
SMILES	Mdm2-MdmX inh	TIM10 inh	tim10-1 inh	NR3A LBD binder	NLRP3 yeast inh	UPR XBP1 act	APJ agonist	tim23-1 inh	UPR CHOP act
CC1CCc2c(sc3ncnc(NCCCOC(C)C)c23)C1 (centres undefined)	6	13	40	0	19	-2	2	43	1.8
COC(=O)CN1C(=O)C(C)(C)Oc2ccc(C(=O)NC3CC3)cc21	8	1	6	2	4	3	-2	1	-1.0
CCOc1ccccc1C1C(C(=O)Nc2ccccc2OC)=C(C)Nc2nnnn21 (centres undefined)	31	6	4	-1	13	-1	-1	-1	0.5
COCCNC(=O)CCCn1c(=O)c2cc(OC)c(OC)cc2n(CC(=O)Nc2ccc(F)cc2)c1=O	3	-2	5	0	15	0	0	8	-0.2
COc1ccc(S(=O)(=O)NNC(=O)Nc2ccc(C)cc2C)c(OC)c1	-5	10	-2	4	9	-6	0	9	1.7
O=C(Nc1nc(-c2ccccn2)cs1)c1ccc2c(c1)OCCO2	-32	3	5	-10	27	-3	-1	14	2.2

Random draw from the library. Share with any hit: about 8.2%.
